CSN inh – inhibitors of human CSN-mediated cullin deneddylation | Q92905 | hit rate 0.38% among 360,000 | inhibition, % at 12.5 µM | Purified CSN, SCF-Nedd8-OG deneddylation, fluorescence polarization;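 active = pattern-corrected inhibition above about 35%, with an unprinted fluorescence ratio check between 0.5 and 1.5, limit read from the data, passing the limit was not always enough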;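 note: 0% = enzyme with substrate and 100% = substrate without enzyme; some results filed as inactive read as strong as hits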
Target sequence (Q92905 whole entry, looked up, one chain of several): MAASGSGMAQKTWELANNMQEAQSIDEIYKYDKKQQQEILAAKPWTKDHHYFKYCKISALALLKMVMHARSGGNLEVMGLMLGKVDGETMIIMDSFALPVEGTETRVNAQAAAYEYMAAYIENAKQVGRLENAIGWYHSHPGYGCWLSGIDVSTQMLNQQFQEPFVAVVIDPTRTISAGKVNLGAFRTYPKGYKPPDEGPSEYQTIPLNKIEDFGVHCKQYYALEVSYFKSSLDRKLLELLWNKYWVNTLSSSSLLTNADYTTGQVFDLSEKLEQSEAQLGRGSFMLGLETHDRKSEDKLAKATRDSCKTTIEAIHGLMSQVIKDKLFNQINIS
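test system = HEK293T-derived human Csn5 enzyme | amount = 0.24 nM Csn5 enzyme, final concentration | medium = Tris/NaCl/DTT buffer, pH 7.5 | schedule = 90 min reaction at room temperature | signal = FP | evaluation = inhibition of Csn5 cleavage, % | compound dosing = single dose of 12.5 µM compound with 0.25% DMSO | probe or stimulus = 10 nM SCFSkp2-Nedd8OG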
MT1-MMP act inh – inhibitors of human MT1-MMP activation; P50281; HT1080 RFP-PRO-GFP cells, GFP/RFP ratio fluorescence, overnight; percent of plate control window, DMSO zero; GFP/RFP ratio change, % at 20 µM; hit rate 0.061% among 360,000;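 active = GFP/RFP ratio change of at least 30% with cell ATP level not reduced by more than half and red fluorescence within 50% of control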; note: strong numbers were not always called active
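Compound: 20 µM single dose, 1% DMSO / System: HT1080 RFP-PRO-GFP cells / Controls: DMSO and RFP-L50D-GFP cell wells / Read-out basis: GFP/RFP fluorescence ratio / Schedule: overnight compound exposure at 37 °C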
Rpn11 block – blocks the human proteasome subunit Rpn11; O00487; hit rate 0.59% among 360,000; human 26S proteasome, Ub4-pepOG fluorescence polarization; 20S core pre-blocked with epoxomicin; calls only at 20 µM;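 active = inhibition at 20 µM, scaled to each plate's controls, above about 33%, limit read from the data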
Rin1-Abl PPI inh – human Rin1-Abl interaction inhibition; TR-FRET Rin1/Abl binding, biochemical; P00519+Q13671; hit rate 0.4% among 360,000; inhibition, % at 7.35 µM; AID 588664; in the data active = inhibition above about 5%, passing the limit was not always enough
PABP1 MLLE inh – blocks PAM2 peptide binding to the PABP1 MLLE domain | P11940 | GST-MLLE / FITC-PAM2 fluorescence polarization | inhibition, % at 20 µM | hit rate 0.36% among 360,000; in the data active = inhibition above about 35%, passing the limit was not always enough;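 note: plate controls were DMSO wells with GST-MLLE for no effect and wells lacking GST-MLLE protein for full effect; some results filed as inactive read as strong as hits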
Target sequence (P11940 whole entry, looked up, the tested form may be a part): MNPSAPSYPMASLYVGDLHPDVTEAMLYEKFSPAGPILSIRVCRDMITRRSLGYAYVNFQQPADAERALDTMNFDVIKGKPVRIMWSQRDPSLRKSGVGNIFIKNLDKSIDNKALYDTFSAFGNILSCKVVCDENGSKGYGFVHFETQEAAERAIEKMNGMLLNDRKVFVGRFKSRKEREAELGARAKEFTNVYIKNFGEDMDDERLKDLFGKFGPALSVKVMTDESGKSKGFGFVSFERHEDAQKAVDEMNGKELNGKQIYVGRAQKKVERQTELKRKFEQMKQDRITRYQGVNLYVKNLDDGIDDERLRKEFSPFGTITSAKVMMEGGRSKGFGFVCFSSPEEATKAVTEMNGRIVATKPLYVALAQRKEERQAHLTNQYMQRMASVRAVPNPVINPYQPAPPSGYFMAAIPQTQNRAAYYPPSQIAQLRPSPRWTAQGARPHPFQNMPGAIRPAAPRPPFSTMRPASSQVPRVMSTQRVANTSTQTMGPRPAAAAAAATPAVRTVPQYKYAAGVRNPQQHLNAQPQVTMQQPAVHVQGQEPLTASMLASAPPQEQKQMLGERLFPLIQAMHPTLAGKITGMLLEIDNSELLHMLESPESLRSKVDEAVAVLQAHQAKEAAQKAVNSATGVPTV
MsrA inh – inhibits bovine methionine sulfoxide reductase A; purified bovine MsrA, absorbance read-out; inhibition, % at 15.5 µM; hit rate 0.75% among 360,000; in the data active = inhibition above about 4.5%;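 note: 0% = vehicle wells with enzyme and 100% = reference inhibitor wells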
FAS TE block – blocks the thioesterase domain of human fatty acid synthase. P49327. recombinant FAS-TE, OMFH fluorogenic substrate, fluorescence endpoint. inhibition, % at 15 µM. hit rate 0.67% among 360,000. AID 602261;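 active = compounds whose normalised, plate-corrected inhibition of enzyme fluorescence in the single-dose primary screen is 50% or more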;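 note: 0% = DMSO with enzyme and 100% = substrate without enzyme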
MsrA act – bovine methionine sulfoxide reductase A activation. AID 602163. purified bovine MsrA, absorbance read-out. activation, % at 10.6 µM. hit rate 0.3% among 360,000; in the data active = activation above about 7.5%;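 note: 0% = vehicle and 100% = reference activator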
E coli Lon inh – inhibitors of E. coli Lon protease; hit rate 0.42% among 360,000; P0A9M0; inhibition, % at 7.94 µM; purified E. coli Lon protease, fluorescence polarization; in the data active = inhibition above about 13%, passing the limit was not always enough;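 note: 0% = enzyme with probe and DMSO and 100% = no enzyme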
Active calls of the source: *.

How did NC(=O)C1CC2(C1)CC(C(N)=O)C2 (stereo not given) do in these assays?
CSN inh: 2; MT1-MMP act inh: 5; Rpn11 block: inactive; Rin1-Abl PPI inh: 2; PABP1 MLLE inh: 2; MsrA inh: 0.8; FAS TE block: -8; MsrA act: -2; E coli Lon inh: -8

How did COc1ccc(-c2nc3ccccn3c2NCc2ccc3c(c2)OCO3)cc1 do in these assays?
CSN inh: 6; MT1-MMP act inh: -4; Rpn11 block: inactive; Rin1-Abl PPI inh: 0; PABP1 MLLE inh: 7; MsrA inh: 1.1; FAS TE block: 10; MsrA act: 0; E coli Lon inh: -3

How did CCOCCCN(C(=O)CCC(=O)Nc1cc(C)on1)C(C(=O)NC(C)(C)CC)c1cccc(OC)c1OC (stereo not given) do in these assays?
CSN inh: 1; MT1-MMP act inh: 1; Rpn11 block: inactive; Rin1-Abl PPI inh: -2; PABP1 MLLE inh: 5; MsrA inh: -1.4; FAS TE block: 4; MsrA act: -2; E coli Lon inh: 3

Results for S=C(NCCc1ccccc1)Nc1ccccc1Cl ?
CSN inh: 4; MT1-MMP act inh: 4; Rpn11 block: inactive; Rin1-Abl PPI inh: 0; PABP1 MLLE inh: 4; MsrA inh: -1.2; FAS TE block: -5; MsrA act: -2; E coli Lon inh: -1

How did Cc1noc(C)c1COC(=O)Cn1c(C)nc2ccccc21 do in these assays?
CSN inh: 1; MT1-MMP act inh: 2; Rpn11 block: inactive; Rin1-Abl PPI inh: 1; PABP1 MLLE inh: 0; MsrA inh: -0.4; FAS TE block: -7; MsrA act: -9; E coli Lon inh: 6

Results for CC(C)CNC(=O)c1cnn2c(C(F)(F)F)cc(C(F)(F)F)nc12 ?
CSN inh: -1; MT1-MMP act inh: -4; Rpn11 block: inactive; Rin1-Abl PPI inh: -2; PABP1 MLLE inh: 10; MsrA inh: 1.7; FAS TE block: -2; MsrA act: -1; E coli Lon inh: 4

What do the screens show for `CC(=O)c1c(C)[nH]c(C(=O)Nc2ccc(F)c(F)c2F)c1C`?
CSN inh: 7; MT1-MMP act inh: 5; Rpn11 block: inactive; Rin1-Abl PPI inh: 3; PABP1 MLLE inh: -7; MsrA inh: 0.8; FAS TE block: 2; MsrA act: -3; E coli Lon inh: -2

What do the screens show for `CCOC(=O)C1CCCN(C(=O)c2oc3ccccc3c2C)CC1` (stereo not given)?
CSN inh: 1; MT1-MMP act inh: 3; Rpn11 block: inactive; Rin1-Abl PPI inh: 2; PABP1 MLLE inh: -4; MsrA inh: -0.8; FAS TE block: 3; MsrA act: 0; E coli Lon inh: -6

What do the screens show for `CCOC(=O)C1CCN(C(c2ccccn2)c2c(C)[nH]c3ccccc23)CC1` (stereo not given)?
CSN inh: -5; MT1-MMP act inh: -1; Rpn11 block: inactive; Rin1-Abl PPI inh: -1; PABP1 MLLE inh: 22; MsrA inh: -0.7; FAS TE block: -4; MsrA act: 0; E coli Lon inh: 1

Results for COc1ccc(NS(=O)(=O)c2cc(NC(=O)Cc3cccs3)ccc2C)cc1 ?
CSN inh: -4; MT1-MMP act inh: 3; Rpn11 block: inactive; Rin1-Abl PPI inh: 2; PABP1 MLLE inh: -15; MsrA inh: 0.0; FAS TE block: -10; MsrA act: -2; E coli Lon inh: -5

What do the screens show for `COc1cc(C(C)=O)ccc1OC(=O)N1CCOCC1`?
CSN inh: -5; MT1-MMP act inh: 1; Rpn11 block: inactive; Rin1-Abl PPI inh: 1; PABP1 MLLE inh: 1; MsrA inh: -1.4; FAS TE block: -6; MsrA act: -8; E coli Lon inh: -8

Results for COc1ccc(S(=O)(=O)NCCCCCC(=O)NCCCN2CCOCC2)cc1 ?
CSN inh: 3; MT1-MMP act inh: 4; Rpn11 block: inactive; Rin1-Abl PPI inh: -1; PABP1 MLLE inh: 7; FAS TE block: -8; MsrA act: -2; E coli Lon inh: 2

How did COc1ccc(-n2c(COc3cccc(C)c3)n[nH]c2=S)cc1 do in these assays?
CSN inh: 4; MT1-MMP act inh: 2; Rpn11 block: inactive; Rin1-Abl PPI inh: 4; PABP1 MLLE inh: -27; MsrA inh: -0.9; FAS TE block: -2; MsrA act: 0; E coli Lon inh: 3

What do the screens show for `CCCCOC(=O)N1CCOCCOCCOCC1`?
CSN inh: 3; MT1-MMP act inh: -3; Rpn11 block: inactive; Rin1-Abl PPI inh: -1; PABP1 MLLE inh: 1; MsrA inh: -0.6; FAS TE block: -9; MsrA act: -8; E coli Lon inh: 8

What do the screens show for `Nc1[nH]nc2c1NN(c1ccc(Cl)cc1Cl)N2`?
CSN inh: -12; MT1-MMP act inh: -5; Rpn11 block: inactive; Rin1-Abl PPI inh: 3; PABP1 MLLE inh: 10; MsrA inh: -0.4; FAS TE block: -12; MsrA act: -12; E coli Lon inh: -6

The last 2 records of the section above come first, to join the parts.
What do the screens show for `CCCCOC(=O)N1CCOCCOCCOCC1`?
CSN inh: 3; MT1-MMP act inh: -3; Rpn11 block: inactive; Rin1-Abl PPI inh: -1; PABP1 MLLE inh: 1; MsrA inh: -0.6; FAS TE block: -9; MsrA act: -8; E coli Lon inh: 8

What do the screens show for `Nc1[nH]nc2c1NN(c1ccc(Cl)cc1Cl)N2`?
CSN inh: -12; MT1-MMP act inh: -5; Rpn11 block: inactive; Rin1-Abl PPI inh: 3; PABP1 MLLE inh: 10; MsrA inh: -0.4; FAS TE block: -12; MsrA act: -12; E coli Lon inh: -6

Results for CCOC(=O)CCCn1ncn2c(cc3occc32)c1=O ?
CSN inh: 3; MT1-MMP act inh: -4; Rpn11 block: inactive; Rin1-Abl PPI inh: -1; PABP1 MLLE inh: 1; MsrA inh: -0.7; FAS TE block: -3; MsrA act: 2; E coli Lon inh: -4

What do the screens show for `CCC1(c2ccc(F)cc2)NC(=O)N(CC(=O)NC2CCCC(C)C2C)C1=O` (stereo not given)?
CSN inh: 3; MT1-MMP act inh: 3; Rpn11 block: inactive; Rin1-Abl PPI inh: 2; PABP1 MLLE inh: -6; MsrA inh: 1.4; FAS TE block: -4; MsrA act: -6; E coli Lon inh: -2

Results for CC(C)N(C(=O)COC(=O)Cn1cnc2ccccc21)c1ccccc1 ?
CSN inh: 4; MT1-MMP act inh: 2; Rpn11 block: inactive; Rin1-Abl PPI inh: -3; PABP1 MLLE inh: -2; MsrA inh: 1.3; FAS TE block: -6; MsrA act: -3; E coli Lon inh: 3

How did Cc1nc([N+](=O)[O-])cn1CC(=O)NCCCO do in these assays?
CSN inh: 4; MT1-MMP act inh: -1; Rpn11 block: inactive; Rin1-Abl PPI inh: -2; PABP1 MLLE inh: -17; MsrA inh: 0.4; FAS TE block: -13; MsrA act: -2; E coli Lon inh: -21

How did Oc1ccccc1-n1nc2ccc3nonc3c2n1 do in these assays?
CSN inh: 0; MT1-MMP act inh: -1; Rpn11 block: inactive; Rin1-Abl PPI inh: -2; PABP1 MLLE inh: 4; MsrA inh: 0.1; FAS TE block: 16; MsrA act: -5; E coli Lon inh: 16

How did COc1cccc(NC(=O)C(C)NS(=O)(=O)c2ccc(Br)cc2)c1 (stereo not given) do in these assays?
CSN inh: 3; MT1-MMP act inh: -1; Rpn11 block: inactive; Rin1-Abl PPI inh: -1; PABP1 MLLE inh: 5; MsrA inh: -0.2; FAS TE block: 1; MsrA act: -1; E coli Lon inh: 3

Results for Cc1ccc(-n2c(C)cn(C(=O)c3ccccc3)c2=S)cc1 ?
CSN inh: -3; MT1-MMP act inh: -1; Rpn11 block: inactive; Rin1-Abl PPI inh: -2; PABP1 MLLE inh: 9; MsrA inh: 1.1; FAS TE block: 6; MsrA act: -13; E coli Lon inh: 5

Results for CC(=O)N1CCC[C@H]1C(=O)O ?
CSN inh: -4; MT1-MMP act inh: -6; Rpn11 block: inactive; Rin1-Abl PPI inh: 0; PABP1 MLLE inh: 4; MsrA inh: -0.9; FAS TE block: -1; MsrA act: -1; E coli Lon inh: 1

What do the screens show for `CC1=CC(C)[C@@H]2COC(c3ccc(O)cc3)[C@H]1C2C` (stereo not given in full)?
CSN inh: -1; MT1-MMP act inh: -8; Rpn11 block: inactive; Rin1-Abl PPI inh: -2; PABP1 MLLE inh: 2; MsrA inh: 0.9; FAS TE block: 6; MsrA act: -1; E coli Lon inh: 4

What do the screens show for `CCOC(=O)C(O)C1CCc2c([nH]c3ccc(C)cc23)C1=O` (stereo not given)?
CSN inh: 2; MT1-MMP act inh: 0; Rpn11 block: inactive; Rin1-Abl PPI inh: 0; PABP1 MLLE inh: -1; MsrA inh: 0.8; FAS TE block: -2; MsrA act: -4; E coli Lon inh: -7

What do the screens show for `CCc1nnc(NS(=O)(=O)c2ccc(NC(=S)NC(=O)c3ccc(OC)c(OC)c3)cc2)s1`?
CSN inh: -3; MT1-MMP act inh: 0; Rpn11 block: inactive; Rin1-Abl PPI inh: 2; PABP1 MLLE inh: 28; MsrA inh: 1.7; FAS TE block: -2; MsrA act: -7; E coli Lon inh: 7

What do the screens show for `COc1ccc(O)c(C2=Nc3ccccc3N=C(c3ccccc3)C2)c1`?
CSN inh: 5; MT1-MMP act inh: 6; Rpn11 block: inactive; Rin1-Abl PPI inh: -4; PABP1 MLLE inh: 6; MsrA inh: 0.2; FAS TE block: 26; MsrA act: -4; E coli Lon inh: -5

How did COc1ccc(CN2CCCC(N3CCc4ccccc4C3)C2)c(O)c1 (stereo not given) do in these assays?
CSN inh: -1; MT1-MMP act inh: 1; Rpn11 block: inactive; Rin1-Abl PPI inh: 0; PABP1 MLLE inh: -6; MsrA inh: 0.8; FAS TE block: -10; MsrA act: -4; E coli Lon inh: 2

Results for Cc1c(Br)cccc1NC(=O)c1sccc1-n1cccc1 ?
CSN inh: 6; MT1-MMP act inh: -1; Rpn11 block: inactive; Rin1-Abl PPI inh: -1; PABP1 MLLE inh: -11; MsrA inh: 0.5; FAS TE block: 24; MsrA act: -2; E coli Lon inh: -2

Results for Cc1ccc(CNC(=O)Nc2ccc(F)cc2)n1C ?
CSN inh: -3; MT1-MMP act inh: -3; Rpn11 block: inactive; Rin1-Abl PPI inh: -2; PABP1 MLLE inh: 5; MsrA inh: 0.4; FAS TE block: -3; MsrA act: 0; E coli Lon inh: 5

What do the screens show for `CCOc1cc(C(=O)OC(C)C(=O)Nc2ccc(NC(C)=O)cc2)ccc1OCC(=O)N1CCCCC1` (stereo not given)?
CSN inh: 0; MT1-MMP act inh: -3; Rpn11 block: inactive; Rin1-Abl PPI inh: 2; PABP1 MLLE inh: -10; MsrA inh: -0.6; FAS TE block: -4; MsrA act: -2; E coli Lon inh: -3

Among those listed so far, these contain bromine.
How did COc1cccc(NC(=O)C(C)NS(=O)(=O)c2ccc(Br)cc2)c1 (stereo not given) do in these assays?
CSN inh: 3; MT1-MMP act inh: -1; Rpn11 block: inactive; Rin1-Abl PPI inh: -1; PABP1 MLLE inh: 5; MsrA inh: -0.2; FAS TE block: 1; MsrA act: -1; E coli Lon inh: 3

Results for Cc1c(Br)cccc1NC(=O)c1sccc1-n1cccc1 ?
CSN inh: 6; MT1-MMP act inh: -1; Rpn11 block: inactive; Rin1-Abl PPI inh: -1; PABP1 MLLE inh: -11; MsrA inh: 0.5; FAS TE block: 24; MsrA act: -2; E coli Lon inh: -2

No enrichment for hits; about 3.7% have a hit in one of these screens.
